From PubChem BioAssay
mcGAS lum: blocks mouse cGAS activity; Q8C6L5; recombinant cGAS, Kinase-Glo ATP depletion luminescence; AID 1259399; inhibition, % at 12.5 µM; 160,000 tested, 0.15% active;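 further: 0% = negative control wells and 100% = reference inhibitor with no enzyme activity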
hcGAS inh: blocks human cGAS activity. recombinant h-cGAS, ATP depletion, Kinase-Glo luminescence. inhibition, % at 12.5 µM. 290,000 tested, 0.081% active. AID 1259398;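 further: 0% = vehicle reaction and 100% = reaction without DNA for no activity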
Target sequence (Q8N884 whole entry, looked up): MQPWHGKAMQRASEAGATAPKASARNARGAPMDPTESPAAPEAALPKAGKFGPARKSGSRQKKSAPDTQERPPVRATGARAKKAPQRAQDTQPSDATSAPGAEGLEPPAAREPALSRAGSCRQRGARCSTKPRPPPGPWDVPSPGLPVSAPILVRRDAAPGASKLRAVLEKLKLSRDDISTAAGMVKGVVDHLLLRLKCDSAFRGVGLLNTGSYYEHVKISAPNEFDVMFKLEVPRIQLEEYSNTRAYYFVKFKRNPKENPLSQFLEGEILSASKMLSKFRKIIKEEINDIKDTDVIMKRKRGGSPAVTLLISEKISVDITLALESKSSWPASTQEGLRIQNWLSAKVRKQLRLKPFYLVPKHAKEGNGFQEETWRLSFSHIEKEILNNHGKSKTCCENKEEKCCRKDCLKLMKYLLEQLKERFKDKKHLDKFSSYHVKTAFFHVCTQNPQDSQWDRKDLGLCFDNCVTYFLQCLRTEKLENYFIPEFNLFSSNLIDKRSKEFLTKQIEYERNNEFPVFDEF
NPYLR7 ag: mosquito NPYLR7 agonism; HEK293T NPYLR7/Galpha15, GCaMP6s calcium fluorescence; activation, % at 10 µM; 270,000 tested, 0.15% active; AID 1259423; in the data active means activation above about 40%;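 further: 0% = vehicle and 100% = reference agonist at the receptor; some compounds past the cut are filed as inactive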
* hit, by the source's call; . = not tested or not shown; & = joins results of further samples. Unless noted, no stated cut-off is given here; in the data, active means inhibition above about 40%; inactive means the rest. Not all compounds are listed; count on the stated rates, not on these rows.

Structure	mcGAS lum	hcGAS inh	NPYLR7 ag
CC(C)(C)c1ccc(O)cc1	.	-6.7	-27.2
CCOC(=O)C(O)(CC#N)c1nccn1C (stereo not given)	-7.0	-4.2	4.8
CCOC(=O)c1ccc(-c2ccc(C=C3C(=O)NC(=S)NC3=O)o2)cc1	7.9	6.8	-0.9
N#CCCN1CCC(c2c[nH]c3ccccc23)CC1	.	-6.6	0.6
CCc1ccc(C(=O)N2CCN(CCOC(c3ccccc3)c3ccccc3)CC2)cc1	1.2	1.5	-11.8
N#Cc1ccc(NC(=O)NCc2cccs2)cc1Cl	.	-15.6	8.9
CN(C(=O)Cc1ccc(Cl)c(Cl)c1)C(CN1CCCC1)c1cccc(OCC(=O)O)c1 (stereo not given)	-3.4	-4.0	3.6
CCC1(C)C2SCC(=O)N2CCN1CC(=O)NN (stereo not given)	-3.0	2.4	-0.1
COc1nc(C)cc(C)c1CNc1nc(-c2cccnc2)nc2c1cnn2C	.	4.6	-1.1
CCC1(CC)C(=N)N(C)C(=O)NC1=O	-6.7	-1.1	-0.5
C=CCN1C(=O)C2(c3ccccc31)c1c(cc(C)[nH]c1=O)OC(=N)C2C(=O)OC (stereo not given)	-7.2	-6.9	0.9
COc1ccc(OC)c2sc(N(CCN3CCOCC3)C(=O)Cc3ccc(F)cc3)nc12	.	-9.9	9.5
COc1cccc(CC(=O)N2CCN(Cc3cccc(-c4noc(-c5cccnc5)n4)c3)CC2)c1	-6.4	-4.3	2.7
COc1ccc(CC(=O)N2CCN(Cc3cccc(-c4noc(-c5cccc(C(F)(F)F)c5)n4)c3)CC2)cc1	-2.9	-4.4	25.3
Cc1cccn2c(=O)c3cc(C(=O)N4CCC5(CC4)OCCO5)n(C)c3nc12	.	-6.2	0.2
COCCCNC(=O)CN1C(=O)CSC(c2ccccc2OC)c2c(C(C)(C)C)nn(-c3cccc(C)c3C)c21 (stereo not given)	-0.5	-0.2	-3.9
Clc1cncc(NCC2CN(C3CC3)CCO2)n1 (stereo not given)	-18.6	-8.2	7.6
CS(=O)(=O)c1ccc(S(=O)(=O)N2CCN(CCOC(c3ccccc3)c3ccc(F)c(F)c3)CC2)cc1 (stereo not given)	-9.1	-8.2	26.0
O=C(NCCCN1CCCC1=O)C(C1CCCC1)N1CCN(C(=O)Cc2ccccc2)CC1 (stereo not given)	.	0.1	-3.6
O=C(c1nc(=O)[nH]c2ccccc12)N1CCCC2(CCNC2)C1 (stereo not given)	.	-5.7	-4.8
Cc1oc(-c2ccsc2)nc1CC(=O)N1CCN(C)CC1C (stereo not given)	-16.0	-7.3	17.2
CN1[C@@H]2CC(=O)C[C@H]1[C@H](O)C2	.	-6.1	-14.0
C[C@]12CC[C@H]3[C@@H](CCC4=CC(=O)CC[C@@]43C)[C@@H]1CC[C@@H]2O	.	-3.1	-0.5
NP1(=O)C=C(c2ccccc2)OC(c2ccccc2)=C1	-4.5	-6.6	5.5
COCc1c(C(=O)N2CCN(C)C3(CCN(C)CC3)C2)noc1C	.	-6.3	2.9
Cc1nc2c(c(N3C[C@@H]4C[C@@H](C3)c3cccc(=O)n3C4)n1)CNC2	.	-4.2	-18.3
CCC(C)C(=O)O[C@@H]1C[C@@]2(C)[C@H](c3ccoc3)OC(=O)CC23OC2(C)O[C@]14[C@]1(C)[C@@H](CC(=O)OC)C5(C)CC1(O)[C@](O)(C5OC(=O)C1(C)OC1C)[C@@H](OC(C)=O)[C@]34O2 (stereo not given in full)	-2.2	-2.6	.
Cc1cccc(NC(=O)N2CCN(CCOC(c3ccccc3)c3ccccc3)CC2)c1	-10.1	-10.3	2.5
c1cncc(C2=NCCC2)c1	-2.2	-4.2	-6.5
O=C(CCCl)Nc1ccc2[nH]cc(CCN3CCOCC3)c2c1	-5.9	-0.7	15.3
COc1cc(C(O)CN)ccc1O (stereo not given)	-4.3	-8.0	4.3
CC(O)CN1CC2CC(C1)c1cccc(=O)n1C2 (stereo not given)	-4.9	1.6	4.5
N=c1sccn1Cc1ccccc1Cl	.	-8.2	-4.0
COc1ccc(C(=O)C2CCCN(Cc3ccccc3O)C2)cc1F (stereo not given)	-0.8	-3.6	13.0
CC(C)(C)c1[nH]ncc1C=C(C#N)C#N	.	-2.5	-1.7
CN1CC[C@@H]2CN3CCc4cccc(c43)[C@@H]2C1	.	-4.3	-9.4
CCCCCn1c(=O)c(C(=O)Nc2ccc(I)cc2)c(O)c2ccccc21	-6.1	-1.9	-13.7
O=[N+]([O-])c1ncc[nH]1	-0.3	0.9	-9.5
Fc1ccc(C2=CCN(Cc3nc(-c4ccc(Cl)cc4)no3)CC2)cc1	-5.8	-6.7&-5.2	6.9&0.7
Cc1onc(-c2ccccc2)c1C(=O)Nc1ccc2[nH]cc(CCN3CCOCC3)c2c1	-1.7	-2.9	-11.6
Cn1c(O)c(C=NCCCC(=O)O)c(=O)n(C)c1=O	-5.4	-4.1	6.2
c1cc(C2CCCC2)sc1CN1CCNCC1	-5.3	-14.0	.
O=C(O)CCC(CP(=O)(O)O)C(=O)O (stereo not given)	.	-6.4	-12.1
CCN1C[C@@]2(COC)C3[C@@H](OC)[C@H]4[C@@H]1[C@@]3(C1C[C@@]3(O)[C@H](OC(=O)c5ccccc5)C1[C@]4(OC(C)=O)[C@@H](O)[C@H]3OC)[C@@H](OC)C[C@H]2O (stereo not given in full)	.	-4.8	-5.3
CC(C)N1CCC2(CC1)NCCc1[nH]cnc12	.	-5.7	0.9
CCOC(=O)c1ccc(-n2c(C)cc(C=C3C(=O)NC(=O)NC3=O)c2C)cc1	0.6	3.3	6.4
Cc1cc(SCc2sc(-c3ccc(C(F)(F)F)c(F)c3)nc2C)ccc1OCC(=O)O	.	2.4	-11.1
N#CC(C#N)=Cc1cc(O)c(O)c(O)c1	-3.5	1.5	1.4
COC(=O)C1C(=N)OC(C)=C(C(=O)OC(C)C)C12C(=O)Nc1ccccc12 (stereo not given)	1.7	2.9	-0.5
CC1(C)COC(Nc2ccc(Cl)c(Cl)c2)=N1	.	-11.4	2.0

The results go on.
Structure	mcGAS lum	hcGAS inh	NPYLR7 ag
O=S(=O)(c1cc(Br)c(Br)s1)N1CCN(CCOC(c2ccccc2)c2ccc(F)c(F)c2)CC1 (stereo not given)	-6.0	-0.1	18.7
Cc1ccccc1CN1C(=O)C(C)ON=C1c1cccnc1 (stereo not given)	.	-6.3	11.3
C=C(C)[C@@H]1C2C(=O)O[C@H]1[C@H]1OC(=O)[C@@]34OC3C[C@]2(O)[C@@]14C (stereo not given in full)	-6.9	-4.4	-5.2
CC(=O)C1C2NC(=S)NC1(C)Oc1ccccc12 (stereo not given)	-4.4	-2.3	2.1
CCCc1cncnc1N1CCC(NC2CN3CCC2CC3)CC1 (stereo not given)	-5.7	-9.2	.
CC(O)=C(C#N)P(=S)(c1ccccc1)c1ccccc1	.	-4.4	-11.2
CC(=O)NCCc1c[nH]c2ccccc12	-1.0	0.4	6.2
CCc1ccc(CN(C)C(C)Cc2cc(C)ccn2)nc1 (stereo not given)	-13.8	-5.3	.
C[C@]12CC[C@H]3[C@@H](CC[C@]4(O)C[C@@H](O)CC[C@]34C=O)[C@@]1(O)CC[C@@H]2C1=CC(=O)OC1	-4.7	-6.1	10.6
CC(Cc1ccccn1)N(C)Cc1cc2ccccc2o1 (stereo not given)	-14.3	-5.3	.
O=C1NC(=O)C(=O)C(=O)N1	-2.3	3.2	-11.5
COCCNC(=O)c1nn(Cc2ccc(S(=O)(=O)N3CCOCC3)cc2)c2ccccc12	-3.7	-3.5	7.3
CCOC(=O)[C@H]1CN(C(=O)NC2CCCC2)[C@]2(C)C(=O)N(CC(=O)N(C)C)c3ccccc3[C@H]12	-5.8	-2.5	34.0
C[N+]1(C)CCN(c2ccccc2)CC1	-3.1	-2.2&-1.3	-1.4&-4.4
COc1ccc(C(=O)Nc2ccc(Cl)cc2C(=O)c2ccccc2)cc1[N+](=O)[O-]	.	-0.1	0.7
CC(=O)c1cccc(NC(=O)c2cccn(Cc3ccccc3F)c2=O)c1	.	-13.4	15.7
Cc1ccc(C(=O)N2C[C@H](c3ccccc3)[C@@H]3[C@H]2C2CCN3CC2)c(=O)n1C	.	-5.6	17.5
CNC(=O)C(C1CCCC1)N1CCN(C(=O)Cc2cccs2)CC1 (stereo not given)	-2.8	-0.7	-13.1
N#Cc1cc(N2CC3CC(C2)c2cccc(=O)n2C3)c([N+](=O)[O-])cc1C#N (stereo not given)	.	-4.7	-15.2
C#CCN(C)S(=O)(=O)c1ccc(Cn2nc(C(=O)Nc3ccc4c(c3)OCO4)c3ccccc32)cc1	-6.4	-10.3	15.5
COCCC(=O)Nc1ccc2n(c1=O)C[C@H]1C[C@@H]2CN(C(C)=O)C1	-2.3	-0.2	-8.9
O=C(Nc1ccncc1)c1cccn(Cc2ccccc2Cl)c1=O	.	-8.0	14.5
Cc1c(Cl)sc2c1C(=O)C1CCCCN1C2 (stereo not given)	.	-0.2	1.1
Cc1n[nH]c(C)c1CCCNC(C)Cc1ccccc1F (stereo not given)	.	-9.3	19.5
C/C(=C\c1ccc(Cl)cc1Cl)[N+](=O)[O-]	18.9	-5.7	0.2
CC(Cc1ccccn1)N(C)Cc1cc2c(cc1Cl)OCO2 (stereo not given)	.	-3.4	-5.3
CCOC(=O)CN(C)C(C)Cc1cc(C)ccn1 (stereo not given)	-5.9	-2.5	3.2
O=C(O)c1cn(Cc2c(F)cccc2F)nn1	-11.0	-4.8	8.7
CS(=O)(=O)CC(=O)N1CCCC2(CCNC2)C1 (stereo not given)	-18.5	-5.3	8.9
O=[N+]([O-])c1cnc(NCCO)c([N+](=O)[O-])c1	0.9	4.8	3.5

Ordered by molecular weight (highest first): part of the list above
Structure	mcGAS lum	hcGAS inh	NPYLR7 ag
CS(=O)(=O)CC(=O)N1CCCC2(CCNC2)C1 (stereo not given)	-18.5	-5.3	8.9
Cc1c(Cl)sc2c1C(=O)C1CCCCN1C2 (stereo not given)	.	-0.2	1.1
C/C(=C\c1ccc(Cl)cc1Cl)[N+](=O)[O-]	18.9	-5.7	0.2

(listing goes on)
Structure	mcGAS lum	hcGAS inh	NPYLR7 ag
CCC(NC(=O)c1cn(CCN2CCCCC2)nn1)c1ccc(F)cc1 (stereo not given)	-8.6	-2.0	18.5
O=c1cc(CN2CC=C(c3ccc(O)cc3)CC2)nc2ccc(Cl)cn12	-0.6	1.5	-8.5
c1ccc2c(c1)Sc1ccccc1N2CC1CN2CCC1CC2 (stereo not given)	.	-5.8	-17.9
O=c1cccc2n1CC1CC2CN(c2nc(NCC3CCCO3)nc(N3CCCC3)n2)C1 (stereo not given)	.	-4.1	0.2
OC[C@@H]1[C@@H](c2ccccc2)CN2CCN(Cc3ccccc3)C[C@H]12	-4.2	2.4	2.0
CCCCC(=O)NC1=C(C(=O)OCC)C2(CCCCC2)Cc2ccccc21	.	-5.5	22.7
CCN(CC)P(=S)(c1nc2ccccc2n1CC)N(CC)CC	.	-5.6	3.0
CCCCSC1=NN1c1nc(N)nc(C)c1CC	-6.8	-4.4	2.1
O=C(c1ccc2c3c(cccc13)CC2)C1CCCN(Cc2ccoc2)C1 (stereo not given)	-4.8	4.2	6.8
COc1ccc(C(=O)C2CCCN(Cc3ccn[nH]3)C2)cc1F (stereo not given)	-3.5	-2.2	9.4
CCOP(=O)(OCC)C(c1ccccc1)N(C)C=O (stereo not given)	-7.6	-5.5	-2.8
CCOC(=O)CCC(=O)N1CCN(CCOC(c2ccccc2)c2cccc(C(F)(F)F)c2)CC1 (stereo not given)	-1.8	5.0	-5.7
CN1CC[C@]2(c3cccc(O)c3)Cc3nc4ccccc4cc3C[C@H]2C1	.	-5.0	0.3
O=C([C@H]1CCCO1)N1CCCN2CCC[C@H]2C1	.	-4.9	8.4
O=C1NC(=O)C(=Cc2ccc(-c3ccc(Cl)cc3)o2)C(=O)N1	-5.7	-3.6	-6.0
O=C1NCCN2CCCCCC12 (stereo not given)	0.4	8.2	6.9
CC(Cc1cccnc1)NCc1c(C(=O)N2CCCCCCC2)nc2ccc(Cl)cn12 (stereo not given)	4.0	2.6	-6.1
CCCCCNC(C)c1nc2ccccc2c(=O)n1-c1ccccc1Cl (stereo not given)	.	-0.7	-4.7
CC1CCCC(O)CCCCCc2cc(O)cc(O)c2C(=O)O1 (stereo not given)	.	-1.4	-19.7
CCCCCCCCCOc1ccc2[nH]cc(CCN)c2c1	.	-3.6	-1.6

2 of these compounds in a different format:
Every second line gives: mcGAS lum | hcGAS inh | NPYLR7 ag
- CC1CCCC(O)CCCCCc2cc(O)cc(O)c2C(=O)O1 (stereo not given)
 : . | -1.4 | -19.7
- CCCCCCCCCOc1ccc2[nH]cc(CCN)c2c1
 : . | -3.6 | -1.6

Additional structures:
Structure	mcGAS lum	hcGAS inh	NPYLR7 ag
O=C(NC(O)C(Cl)(Cl)Cl)NC(O)C(Cl)(Cl)Cl (stereo not given)	.	-1.2	-16.2
CCCNC(C)c1nc2ccccc2c(=O)n1-c1cccc(Cl)c1 (stereo not given)	.	0.4	-5.0
CC(C)n1cnnc1CCN	-6.2	-8.0	1.6
O=c1cccc2n1C[C@@H]1C[C@H]2CN(Cc2cc3n(n2)CCNC3)C1	.	-4.6	18.1
CCN=C1NC(c2ccccc2)=NP(=NCC)(NCC)N1 (stereo not given)	.	-12.6	-0.5
CCC[C@@H]1CC2=CC(=O)CC[C@]2(C)[C@H]2CC[C@@]3(C)[C@@H](CC[C@@]3(O)CCC(=O)O)[C@H]12	.	-5.7	-12.6
COc1ccccc1N1CCN(C2CCCN(C(=O)COc3ccc(Cl)cc3)C2)CC1 (stereo not given)	-4.6	-0.1	19.7
